Screens (PubChem)
EBNA-1 inhibitor: blocks EBNA-1 binding to DNA. EBNA-1 DNA binding, fluorescence polarization. inhibition, % at 14.8 µM. 300,000 tested, 0.34% active; in the data active = inhibition above about 28%
ZTA DNA inh: counter-screen for EBNA-1 inhibitors: inhibitors of Epstein-Barr virus ZTA. P03206. ZTA-DNA binding, fluorescence polarization. inhibition, % at 11 µM. 320,000 tested, 0.15% active; in the data active = inhibition above about 33%
Target sequence (P03206 whole entry, looked up): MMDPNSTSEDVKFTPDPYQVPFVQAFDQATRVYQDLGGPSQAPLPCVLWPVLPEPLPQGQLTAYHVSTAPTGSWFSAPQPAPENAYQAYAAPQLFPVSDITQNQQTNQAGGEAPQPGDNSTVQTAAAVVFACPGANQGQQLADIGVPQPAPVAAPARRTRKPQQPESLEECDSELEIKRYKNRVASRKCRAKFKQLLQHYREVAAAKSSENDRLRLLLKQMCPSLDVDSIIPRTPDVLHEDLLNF
PAFAH1B3 FP inh: blocks human PAF acetylhydrolase 1B catalytic subunit 3; Q15102; recombinant PAFAH1B3, FP-rhodamine probe, fluorescence polarization; inhibition, % at 3.39 µM; 340,000 tested, 0.28% active; AID 492972;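 active = inhibition above the screen-wide average of all tested compounds plus 3 SD, cut at about 25% in these data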;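 note: 0% = enzyme with DMSO only and 100% = wells lacking PAFAH1B3 protein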
LYPLA2 inh: counter-screen for PME1 inhibitors: inhibitors of human LYPLA2 | O95372 | recombinant LYPLA2, FP-Rh probe fluorescence polarization | inhibition, % at 5.9 µM | 320,000 tested, 0.38% active;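 active = inhibition above the screen-wide mean plus 3 SD, limit set per campaign, cut at about 26% in these data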;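 note: 0% = LYPLA2 with DMSO and 100% = wells lacking LYPLA2 enzyme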
Target sequence (O95372 whole entry, looked up): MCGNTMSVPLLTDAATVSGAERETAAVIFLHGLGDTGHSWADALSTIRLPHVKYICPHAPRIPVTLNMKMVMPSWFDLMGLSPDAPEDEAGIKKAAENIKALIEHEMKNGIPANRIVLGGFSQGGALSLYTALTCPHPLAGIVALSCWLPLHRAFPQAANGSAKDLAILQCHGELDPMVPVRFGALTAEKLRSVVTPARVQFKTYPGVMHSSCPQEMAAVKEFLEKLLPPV
PREPL inhibitor: inhibits the human prolyl oligopeptidase-like enzyme; Q4J6C6; recombinant PREPL, fluorescence polarization activity-based probe; inhibition, % at 5.96 µM; 320,000 tested, 0.68% active; in the data active = inhibition above about 43%;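 note: 0% = enzyme with DMSO and 100% = wells lacking enzyme; many of its hits are not listed in these tables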
PAD4 FP inh: inhibitors of human PAD4; recombinant PAD4, RCA probe fluorescence polarization; inhibition, % at 6.36 µM; 330,000 tested, 0.41% active; AID 485272;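 active = percent inhibition above a cutoff equal to the mean of all tested compounds plus 3 SD, cut at about 15% in these data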;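 note: 0% = PAD4 with RCA probe and DMSO and 100% = probe without PAD4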
PAFAH2 FP inh: inhibitors of human PAFAH2; recombinant PAFAH2, FP-rhodamine activity probe, fluorescence polarization; inhibition, % at 3.39 µM; 340,000 tested, 0.99% active; AID 492956;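 active = inhibition above the mean over all tested compounds plus 3 SD, cut at about 30% in these data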;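 note: inhibitors block probe labeling of enzyme so polarization drops; 0% = enzyme with DMSO and 100% = wells lacking PAFAH2 protein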
GSTO1 counter: blocks human GSTO1 in RBBP9 counter-screen | P78417 | recombinant GSTO1, activity-based probe fluorescence polarization | inhibition, % at 5.96 µM | 300,000 tested, 1.1% active | AID 1974;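 active = inhibition above the campaign mean inhibition plus 3 SD, cut at about 35% in these data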;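 note: 0% = GSTO1-1 with DMSO and 100% = wells lacking GSTO1-1 enzyme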
Target sequence (P78417 whole entry, looked up): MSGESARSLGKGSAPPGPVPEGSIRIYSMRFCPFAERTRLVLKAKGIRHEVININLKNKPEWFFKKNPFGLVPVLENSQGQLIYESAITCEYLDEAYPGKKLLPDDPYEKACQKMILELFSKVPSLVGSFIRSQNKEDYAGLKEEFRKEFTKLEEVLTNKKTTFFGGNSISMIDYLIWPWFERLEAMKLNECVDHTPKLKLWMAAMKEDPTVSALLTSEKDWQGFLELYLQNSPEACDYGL
LYPLA1 counter: LYPLA1 (human) inhibition in PME1 counter-screen | O75608 | recombinant LYPLA1, FP-Rh probe fluorescence polarization | inhibition, % at 5.9 µM | 320,000 tested, 0.16% active | AID 2174;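 active = inhibition above the mean of all tested compounds plus 3 SD, set per campaign, cut at about 14% in these data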;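 note: inhibitors block serine hydrolase probe labeling of LYPLA1 so polarization falls; 0% = enzyme with DMSO and 100% = wells lacking LYPLA1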
* marks the source's active call; other numbers are inactive results; · = no result given. An excerpt; the hit share may differ from the screen's.

structure,GSTO1 counter,PAFAH1B3 FP inh,LYPLA2 inh,PAFAH2 FP inh,ZTA DNA inh,PAD4 FP inh,LYPLA1 counter,EBNA-1 inhibitor,PREPL inhibitor
Cc1cccc(-n2ncc3c(Nc4ccc(F)cc4)ncnc32)c1,-7,6,2,-7,-16,4,-11,-2,-5
COc1ccc(/C=N/n2c(COc3ccccc3)n[nH]c2=S)cc1OC,2,9,-5,5,-1,5,2,3,-1
CCc1ccc2oc(C(=O)NC3CCS(=O)(=O)C3)cc(=O)c2c1 (stereo not drawn),5,-2,4,-5,11,-5,2,-2,2
Cc1ccc(C)c(-n2c(C)cc(/C=N/NC(=O)c3c(C)nc4cc(C)ccn34)c2C)c1,3,0,0,7,-12,11,-3,-12,6
Cc1ccc2c(c1)c1c(n2CC(O)CNC(CO)(CO)CO)CCCC1 (stereo not drawn),3,11,-3,3,1,-2,0,0,10
Cn1c(=O)oc2cc(S(=O)(=O)NCCC(=O)N3CCN(c4ccccc4F)CC3)ccc21,9,2,7,-1,2,-2,1,-8,-1
CCOC(=O)c1c(NC(=O)CSc2nnnn2C)sc(CC)c1C,33,4,-2,-1,4,-1,-6,0,12
Cc1ccccc1Cn1c(NC2CCCC2)nc2c1c(=O)[nH]c(=O)n2C,-3,3,3,5,-1,0,-2,-5,32
COC(=O)c1c(-c2ccc(F)cc2)noc1N,1,4,6,-1,1,4,1,-4,7
COCCNC(=O)CN(c1cc(C(F)(F)F)ccc1Cl)S(C)(=O)=O,-6,4,0,-3,-10,-5,-1,-1,-14
COc1ccc(-c2nc(C#N)c(N3CCCCCC3)o2)cc1OC,-27,0,-6,3,-19,-2,-3,-4,18
O=C(c1ccccc1F)N1CCCc2ccccc21,5,10,-2,6,10,-1,-3,-6,-7
CC(C)c1cc(C(C)C)n2nc(N)nc2n1,-6,6,0,2,2,-3,4,-4,4
COc1c2c(cc3oc(=O)ccc13)OC(C)(C)C=C2,-3,7,5,-2,13,2,2,0,6
O=C(NCc1ccccc1)c1cncc(Br)c1,5,6,-6,-1,12,1,5,4,9
CCn1c(CCc2ccccc2)nnc1SCC(N)=O,1,8,2,-2,-6,5,0,0,2
NC1=NC(c2ccc(Cl)cc2)n2c(nc3ccccc32)N1 (stereo not drawn),2,5,2,9,-16,0,0,-10,18
CCOc1ccccc1NS(=O)(=O)c1csc(C(N)=O)c1,-3,11,0,1,5,5,0,8,3
COc1ccc(C(=O)OCn2nnc3ccccc3c2=O)cc1OC,-6,5,6,36*,-9,-5,0,-9,-2
Cc1cc(=O)oc(C)c1C(=O)NC1CC(C)(C)NC(C)(C)C1,-3,4,-5,0,2,-6,2,-16,12

Records listed so far shown as hits in PAFAH2 FP inh.
Structure,PAFAH1B3 FP inh,PAFAH2 FP inh,PAD4 FP inh,EBNA-1 inhibitor,PREPL inhibitor
COc1ccc(C(=O)OCn2nnc3ccccc3c2=O)cc1OC,5,36*,-5,-9,-2

(list continues)
structure,GSTO1 counter,PAFAH1B3 FP inh,LYPLA2 inh,PAFAH2 FP inh,ZTA DNA inh,PAD4 FP inh,LYPLA1 counter,EBNA-1 inhibitor,PREPL inhibitor
CCCS(=O)(=O)c1cn2cccc(N)c2c1S(=O)(=O)CCC,15,18,5,4,-10,18*,2,-6,17
COc1ccccc1CNC(=O)CCn1c(=O)oc2ccccc21,3,-8,-7,-3,3,2,-3,1,-2
COc1ccc(/C=C/c2cc(C(F)(F)F)[nH]c(=O)n2)cc1OC,1,·,-6,·,13,-1,-4,-4,-3
Cc1cc(N/N=C/c2ccccc2O)nc(-c2ccccc2O)n1,-15,2,-11,4,16,-8,-19,2,24
O=c1cc(-c2ccccc2)nc(N2CCCCC2)[nH]1,-3,-3,2,3,8,-3,-1,2,-2
COc1ccc(/C=C(\C#N)C(=O)c2c(C)[nH]c3ccccc23)cc1OC,0,-1,7,-7,-6,2,5,10,19
Nc1ncnc(Oc2cccc3cccnc23)c1[N+](=O)[O-],16,1,4,8,1,2,-3,-7,15
O=C(c1ccc(Cn2cc(Cl)cn2)o1)N1CCN(Cc2ccc3c(c2)OCO3)CC1,3,1,0,-7,5,-1,0,-4,0
CCN(CC)CCCC(C)NC(=O)c1ccc(C(F)(F)F)cc1 (stereo not drawn),2,1,-3,3,12,1,-2,4,0
CCCOC(=O)N[C@@H]1C(=O)N2C(C(=O)OCCC)=C(C)CS[C@H]12,-1,6,1,8,-4,1,1,-9,8
O=C(C[C@H]1C/C=C\C[C@@H](Cc2ccc(F)cc2)C(=O)O[C@H](c2ccccc2)CNC1=O)N[C@@H](CO)Cc1ccccc1,·,5,·,-3,·,-5,·,·,2
Cc1ccc(C)c(Cn2c(=O)n(CCC(=O)NCc3ccco3)c(=O)c3sccc32)c1,-7,7,-5,-6,-9,-7,-3,-12,-18
COCC(=O)N1CCC(Oc2ccc(C(=O)N(C)Cc3nccs3)cc2)CC1,2,0,5,10,2,-1,-1,3,2
CC(C(=O)Nc1ccc(Cl)cc1)c1ncc(C(F)(F)F)cc1Cl (stereo not drawn),-2,-2,-8,3,-3,-4,-3,-3,9
Cc1cccc(NC(=O)CC2S/C(=N/c3nccs3)N(C)C2=O)c1 (stereo not drawn),2,8,6,0,0,4,-2,13,9
CN1CCc2c(sc3c2C(=O)NC(/C=C/c2ccco2)N3)C1 (stereo not drawn),14,7,4,12,-11,-2,-2,-19,-8
O=C(N/N=C/c1cccnc1)c1cccc(NC(=O)c2ccccc2Cl)c1,-6,6,2,-4,1,-4,-5,8,-1
Cc1ccc(C)c(NC(=O)CSc2nnc(-c3ccco3)o2)c1,12,3,9,-3,2,-2,-2,0,2
CCC(CC)C(=O)c1c[nH]c(C(=O)NCc2ccco2)c1,-2,6,5,-7,2,-6,2,14,7
COC(=O)c1ccsc1NC(=O)CN1CCN(Cc2ccc3c(c2)OCO3)CC1,2,-8,3,-7,-12,2,-1,-2,7

4 compounds from above, arranged by formula weight, highest first.
structure,GSTO1 counter,PAFAH1B3 FP inh,LYPLA2 inh,PAFAH2 FP inh,ZTA DNA inh,PAD4 FP inh,LYPLA1 counter,EBNA-1 inhibitor,PREPL inhibitor
COCCNC(=O)CN(c1cc(C(F)(F)F)ccc1Cl)S(C)(=O)=O,-6,4,0,-3,-10,-5,-1,-1,-14
COc1ccc(/C=N/n2c(COc3ccccc3)n[nH]c2=S)cc1OC,2,9,-5,5,-1,5,2,3,-1
CCN(CC)CCCC(C)NC(=O)c1ccc(C(F)(F)F)cc1 (stereo not drawn),2,1,-3,3,12,1,-2,4,0
COC(=O)c1c(-c2ccc(F)cc2)noc1N,1,4,6,-1,1,4,1,-4,7

Following part:
structure,GSTO1 counter,PAFAH1B3 FP inh,LYPLA2 inh,PAFAH2 FP inh,ZTA DNA inh,PAD4 FP inh,LYPLA1 counter,EBNA-1 inhibitor,PREPL inhibitor
CC(C)c1ccc(NC2CCCN(C(=O)c3cnsn3)C2)cc1 (stereo not drawn),4,3,4,6,-1,-2,2,-2,0
COc1cccc(C(=O)N2CCN(Cc3cc(Br)ccc3OC)CC2)c1,1,3,3,2,-2,1,1,1,8
Cc1cccc(Nc2ccc([N+](=O)[O-])cc2C(=O)O)c1,4,7,36*,6,-6,-5,-2,6,1
COc1cc(OC)cc(C(=O)NC(C(=O)NCc2ccccn2)C(C)C)c1 (stereo not drawn),·,9,8,-7,-11,-1,0,·,21
COc1ccc(S(=O)(=O)N2CCC3(CC2)OCCN3S(=O)(=O)c2ccc(OC)cc2)cc1,6,-2,-7,0,12,0,0,0,0
COCCNC(=O)CN(C(=O)Cn1nnc2ccccc21)c1ccc(C)cc1,0,9,2,1,4,-5,2,9,4
CN(C)c1nc(N)nc(CSc2nnnn2C)n1,7,0,7,-3,-2,-5,3,10,3
O=c1[nH]c(CSc2nnc(-c3ccccc3)n2-c2ccccc2)nc2ccccc12,-33,-3,-2,-3,2,5,-3,8,7
Cn1cc(Br)c(-c2cccc(NC(=O)CCC(=O)O)c2)n1,-2,17,-2,5,-14,-5,2,-6,-10
O/N=C(\Cc1cscn1)c1ccc(O)cc1O,8,17,5,1,-7,-4,1,4,15
O=C(NNC(=S)NCc1ccco1)c1ccc(S(=O)(=O)N2CCOCC2)cc1,6,5,2,1,-14,-32,4,0,24
Cc1noc(C)c1COC(=O)Cc1ccc(Br)cc1,10,14,9,1,-14,6,4,-4,17
Cc1ccc2nc(NC(=O)/C=C/c3ccc4c(c3)OCO4)sc2c1,-5,-14,-8,-7,-1,2,2,10,5
CC1CCN(C(=S)NC(=O)c2cccc([N+](=O)[O-])c2)CC1,1,4,7,6,3,-2,-3,9,0
Cc1ccc(OCc2ccc(C#N)cc2)c(C(=O)c2cc(C#N)c(=O)n(C3CC3)c2)c1,-4,2,-5,-1,-4,0,-1,-5,5
Cc1ccc(C)c(N2CCN(C(=O)CCn3c(=S)[nH]c4cc5c(cc4c3=O)OCO5)CC2)c1,4,5,2,-10,-3,-8,-1,5,12

Quoted at random: 2 records from the list, in no set order.
structure,GSTO1 counter,PAFAH1B3 FP inh,LYPLA2 inh,PAFAH2 FP inh,ZTA DNA inh,PAD4 FP inh,LYPLA1 counter,EBNA-1 inhibitor,PREPL inhibitor
COCCNC(=O)CN(C(=O)Cn1nnc2ccccc21)c1ccc(C)cc1,0,9,2,1,4,-5,2,9,4
Cc1ccc(OCc2ccc(C#N)cc2)c(C(=O)c2cc(C#N)c(=O)n(C3CC3)c2)c1,-4,2,-5,-1,-4,0,-1,-5,5
